High-throughput results: PubChem, several laboratories
TNAP inh noacc – human TNAP enzyme inhibitors, primary screen, biochemical, luminescent, no phosphate acceptor, uHTS. Alkaline phosphatase, tissue-nonspecific isozyme (Homo sapiens), P05186. AID 1012, 2008. 200,000 tested, 0.26% active. purified TNAP, CDP-star luminescence, 30 min. inhibition, % at 20 µM;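 active means tissue-nonspecific alkaline phosphatase inhibition above about 50% at 20 µM in the single-dose screen, limit read from the data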;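 further: 0% = DMSO negative control and 100% = EDTA positive control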
PMI act – activators of human PMI, primary screen, biochemical, fluorescence intensity, near-Km mannose 6-phosphate; activation factor at 20 µM; AID 1214, 2008; 190,000 tested, 0.005% active; Mannose-6-phosphate isomerase (Homo sapiens), P34949; purified human PMI, coupled resazurin fluorescence, 20 min; hits give high values; 1 = vehicle control, 0 substrate-free wells;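 active means activation factor of 2 or more at 20 µM, relative to plate controls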
Target sequence (P34949 whole entry, looked up): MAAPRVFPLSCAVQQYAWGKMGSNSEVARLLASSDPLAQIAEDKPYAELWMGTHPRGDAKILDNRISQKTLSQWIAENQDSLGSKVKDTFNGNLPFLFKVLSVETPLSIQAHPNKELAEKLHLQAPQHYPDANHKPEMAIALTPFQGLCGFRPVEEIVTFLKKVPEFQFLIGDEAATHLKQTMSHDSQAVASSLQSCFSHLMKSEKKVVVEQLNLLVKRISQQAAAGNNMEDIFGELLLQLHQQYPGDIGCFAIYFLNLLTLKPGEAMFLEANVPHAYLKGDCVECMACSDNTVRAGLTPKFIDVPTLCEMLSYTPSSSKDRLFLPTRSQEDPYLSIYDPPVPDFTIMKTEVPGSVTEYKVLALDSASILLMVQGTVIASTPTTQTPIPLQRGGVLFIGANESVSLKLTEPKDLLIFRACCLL
RAM inhibit – inhibitors of the yeast RAM network, primary screen, dse1pr::URA3 reporter, 5-FOA selection. S. cerevisiae dse1pr::URA3 reporter, 5-FOA growth OD615, 2 d; analog-sensitive cbk1-as2 kinase mutant strain. inhibition, % at 50 µM. 190,000 tested, 1.8% active;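 active means inhibition above a set limit, 3 SD over mean compound inhibition, cut at about 8.4% in these data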;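 further: 0% = DMSO-only wells with no growth and 100% = 10 µM 1-NA-PP1 full growth; inhibition rescues growth on 5-FOA so higher OD means more RAM inhibition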
TNAP inh hi DEA – human TNAP enzyme inhibitors, primary screen, biochemical, luminescent, high phosphate acceptor level, uHTS; 200,000 tested, 0.03% active; AID 1135, 2008; Alkaline phosphatase, tissue-nonspecific isozyme (Homo sapiens), P05186; purified TNAP, CDP-star luminescence, 1 M DEA; inhibition, % at 20 µM;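 active means over 50% inhibition of tissue-nonspecific alkaline phosphatase at 20 µM in the single-dose screen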;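 further: plate controls were DMSO wells for no effect and EDTA-quenched wells as full inhibition for full effect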
Redox H2O2 prof – compounds producing H2O2 with reducing agent – biochemical, NIH compound library profiling, artefact control for MLSCN library redox annotation, primary screen; DTT-dependent redox cycling H2O2, phenol red/HRP absorbance; 100% = 100 µM peroxide control, 0% = buffer; activation, % at 10 µM; 200,000 tested, 0.03% active; AID 878, 2007;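 active means activation of at least 50% relative to the plate's high and low controls in the primary single-dose screen; inactive means activation below 50%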;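 further: compound incubated with DTT at 0.8 mM final as the reducing agent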
S1P3 antag – S1P3 receptor antagonists, primary screen, cell-based; inhibition, % at 4.98 µM; CHO S1P3 NFAT-BLA reporter, FRET fluorescence, antagonist mode; 170,000 tested, 0.27% active; AID 485, 2006; Sphingosine 1-phosphate receptor 3 (Homo sapiens), Q99500;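 active means inhibition above the plate cutoff, the mean inhibition of test wells on that plate plus 3 SD, cut at about 28% in these data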;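 further: cells challenged with S1P at its EC80 of 0.8 µM; blue over green emission ratio from cleaved BLA substrate after 4 h stimulation; 0% = S1P-stimulated wells and 100% = unstimulated DMSO-only wells; some compounds past the cut are filed as inactive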
Target sequence (Q99500 whole entry, looked up): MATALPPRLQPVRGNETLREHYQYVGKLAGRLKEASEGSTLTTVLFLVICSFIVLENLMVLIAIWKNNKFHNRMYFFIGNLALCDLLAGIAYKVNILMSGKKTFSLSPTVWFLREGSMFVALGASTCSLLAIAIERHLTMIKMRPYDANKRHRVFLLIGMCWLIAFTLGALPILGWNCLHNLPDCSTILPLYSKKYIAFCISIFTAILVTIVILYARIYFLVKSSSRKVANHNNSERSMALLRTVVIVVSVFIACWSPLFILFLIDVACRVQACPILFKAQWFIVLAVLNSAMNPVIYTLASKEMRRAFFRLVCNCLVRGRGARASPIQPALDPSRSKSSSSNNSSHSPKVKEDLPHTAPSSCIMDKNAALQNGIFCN
L major viab – Leishmania major promastigote growth inhibition, primary screen; Leishmania major promastigotes, resazurin fluorescence viability; inhibition, % at 10 µM; 200,000 tested, 9% active; AID 1063, 2008; in the data active means inhibition above about 50%;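 further: promastigotes grown with compound for 44 hours at 28 °C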
Hsp70 act – Hsp70 transcriptional activators, primary screen, cell-based, HeLa, Hsp70 promoter luciferase, luminescence, 10 µM; activation, % at 10 µM; 200,000 tested, 0.04% active; HeLa Hsp70 promoter luciferase reporter; scaled: vehicle 0, proteasome-inhibitor control 100%;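 active means activation above the mean across all tested compounds plus 3 SD, cutoff set per campaign, cut at about 5.5% in these data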;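 further: 100% = MG132 at 30 µM as the positive control and 0% = DMSO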
HMGR II inh – inhibitors of E. faecalis class II HMGR, primary screen, biochemical, Enterococcus faecalis | HMG-CoA reductase (Enterococcus faecalis, mvaE) | purified E. faecalis HMGR, NADPH absorbance 340 nm kinetic | inhibition, % at 10 µM | 190,000 tested, 0.41% active;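 active means inhibition above a set limit, the median over all tested compounds plus 3 SD, cut at about 9.5% in these data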;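 further: enzyme runs in reverse so mevalonate oxidation gives rising NADPH absorbance; 0% = complete reaction with DMSO and 100% = background rate lacking mevalonate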
PMI act satM6P – human PMI activators, high substrate, primary screen, biochemical, fluorescence intensity, near-saturating mannose 6-phosphate | Mannose-6-phosphate isomerase (Homo sapiens), P34949 | coupled PMI enzyme assay, resazurin fluorescence, 20 min; hits give high values; 1 = untreated enzyme, 0 = substrate-free blank | activation factor at 20 µM | 190,000 tested, 0.34% active | AID 1216, 2008;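 active means activation factor of 2 or more at 20 µM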
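Test system: human phosphomannose isomerase with PGI, G6PDH, diaphorase coupling enzymes / Doses: 20 µM compound, 1% DMSO / Times: enzyme reaction with compound 20 min at room temperature / Measured by: Diaphorase-driven resazurin-to-resorufin fluorescence, excitation 544, emission 590 nm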
Numbers without * were called inactive.

`Fc1ccc(NC(=S)Nc2ccccc2OC(F)F)cc1Cl` gave TNAP inh noacc 2, PMI act 0.8, RAM inhibit 2.8, TNAP inh hi DEA 5, Redox H2O2 prof 0.3, S1P3 antag 2, L major viab 12, Hsp70 act -0.4, HMGR II inh 2 and PMI act satM6P 1.1.
Cn1c(SCc2nnc(-c3ccc(F)cc3)o2)nnc1C1COc2ccccc2O1 (centres undefined) was read as TNAP inh noacc -14, PMI act 1, RAM inhibit -1.1, TNAP inh hi DEA -9, Redox H2O2 prof -0.5, S1P3 antag 3, L major viab -5, Hsp70 act -0.3, HMGR II inh -1 and PMI act satM6P 1.
`O=C(c1cnc2sccn2c1=O)N(Cc1ccccc1)c1ccccn1` gave TNAP inh noacc -21, PMI act 0.9, RAM inhibit 0.5, TNAP inh hi DEA -4, Redox H2O2 prof 0.0, S1P3 antag -38, L major viab -7, Hsp70 act -0.2, HMGR II inh -8 and PMI act satM6P 0.9.
COc1ccc(C(=O)N2CCN(C(C)=O)CC2)cc1S(=O)(=O)NCc1ccc(Cl)cc1 was read as TNAP inh noacc -2, PMI act 1.1, RAM inhibit -0.7, TNAP inh hi DEA 6, Redox H2O2 prof 1.1, S1P3 antag 3, L major viab -1, Hsp70 act -0.1, HMGR II inh 0 and PMI act satM6P 1.1.
COc1ccc(OC(C)C(=O)Nc2ccccc2C(F)(F)F)cc1 (centres undefined) was read as TNAP inh noacc -1, PMI act 0.9, RAM inhibit -0.2, TNAP inh hi DEA -1, Redox H2O2 prof 0.1, S1P3 antag 5, L major viab -4, Hsp70 act -0.1, HMGR II inh -4 and PMI act satM6P 0.9.
CC(C)COC(=O)n1c(SCC(=O)N(C)C)nc2ccccc21 was read as TNAP inh noacc -8, PMI act 1, RAM inhibit -0.3, TNAP inh hi DEA 2, Redox H2O2 prof 2.2, S1P3 antag 1, L major viab 4, Hsp70 act -0.1, HMGR II inh -3 and PMI act satM6P 1.
For CCOC(=O)C1C2C=CC3(CN(c4cccc(Cl)c4)C(=O)C13)O2 (centres undefined) the results were TNAP inh noacc 31, PMI act 1.1, RAM inhibit 0.2, TNAP inh hi DEA 4, Redox H2O2 prof -0.5, L major viab -7, Hsp70 act -0.1, HMGR II inh 0 and PMI act satM6P 1.
Cc1cc[n+](-c2nc([O-])sc2/C=N/Nc2ccc([N+](=O)[O-])cc2)cc1 was read as TNAP inh noacc 32, PMI act 1.1, RAM inhibit 3.4, TNAP inh hi DEA 13, Redox H2O2 prof -0.1, L major viab -2, Hsp70 act -0.3, HMGR II inh -3 and PMI act satM6P 1.1.
`O=C(/C=C/c1ccccc1)c1ccccc1` gave TNAP inh noacc -8, PMI act 1.1, RAM inhibit 0.3, TNAP inh hi DEA -1, Redox H2O2 prof 0.6, S1P3 antag 2, L major viab 17, Hsp70 act 0.0, HMGR II inh -2 and PMI act satM6P 1.1.
`O=C(Cn1nc(C(F)(F)F)c2c1CCC2)NCc1ccc(F)cc1` gave TNAP inh noacc -10, PMI act 0.9, RAM inhibit 0.5, TNAP inh hi DEA -4, Redox H2O2 prof -2.7, S1P3 antag -25, L major viab 19, Hsp70 act -0.3, HMGR II inh -6 and PMI act satM6P 1.
`COc1ccc(OC)c(Nc2nc(N)nc(CSc3nnc(N)s3)n2)c1` gave TNAP inh noacc -9, PMI act 0.8, RAM inhibit 4.4, TNAP inh hi DEA 0, Redox H2O2 prof -0.6, L major viab 0, Hsp70 act -0.3, HMGR II inh -2 and PMI act satM6P 0.8.
Cc1nc2ccccc2n1C(=O)c1cc(-c2ccc(Br)cc2)nc2ccccc12 was read as TNAP inh noacc -9, PMI act 0.8, RAM inhibit 3.1, TNAP inh hi DEA -4, Redox H2O2 prof 0.2, L major viab -4, Hsp70 act -0.5, HMGR II inh -4 and PMI act satM6P 0.8.
CN1CCN(C(c2ccc(F)cc2)c2nnnn2Cc2cccs2)CC1 (centres undefined) was read as TNAP inh noacc -8, PMI act 1, RAM inhibit 0.8, TNAP inh hi DEA -3, Redox H2O2 prof -2.4, S1P3 antag -31, L major viab -7, Hsp70 act -0.2, HMGR II inh -4 and PMI act satM6P 1.
CC(C)[C@H](NC(=O)c1ccccc1)C(=O)OCC(=O)Nc1ccc2c(c1)OCCO2 was read as TNAP inh noacc -4, PMI act 1, RAM inhibit 0.4, TNAP inh hi DEA -1, Redox H2O2 prof 0.3, S1P3 antag 2, L major viab -1, Hsp70 act -0.4, HMGR II inh 8 and PMI act satM6P 1.
Screening CC(=O)c1ccc(NC(=O)C(C)N(C)CC(=O)Nc2cccc(F)c2)cc1 (centres undefined) returned TNAP inh noacc -12, PMI act 1, RAM inhibit -0.1, TNAP inh hi DEA -4, Redox H2O2 prof -1.6, S1P3 antag -41, L major viab 14, Hsp70 act 0.0, HMGR II inh -2 and PMI act satM6P 0.9.
For CCNC(=O)c1ccc(N(C)S(=O)(=O)c2cccs2)cc1 the results were TNAP inh noacc -20, PMI act 1.1, RAM inhibit 2.1, TNAP inh hi DEA -4, Redox H2O2 prof 0.6, S1P3 antag 5, L major viab -5, Hsp70 act -0.2, HMGR II inh -2 and PMI act satM6P 1.1.
For CCOC(=O)c1cnc2ccc(Cl)cc2c1NCCN(C)C the results were TNAP inh noacc -3, PMI act 1.1, RAM inhibit 0.4, TNAP inh hi DEA -1, Redox H2O2 prof 0.1, L major viab 21, Hsp70 act -0.2, HMGR II inh -4 and PMI act satM6P 1.
CC(C)c1ccc(N(CC(=O)N/N=C/c2ccc(OC3CSC3)cc2)S(=O)(=O)c2ccccc2)cc1 was read as TNAP inh noacc -9, PMI act 1, RAM inhibit 4.3, TNAP inh hi DEA -4, Redox H2O2 prof 1.0, S1P3 antag 2, L major viab 35, Hsp70 act -0.5, HMGR II inh -2 and PMI act satM6P 1.1.
For O=C(O)Cn1nc(-c2ccc(F)cc2)oc1=O the results were TNAP inh noacc -12, PMI act 1.1, RAM inhibit 0.7, TNAP inh hi DEA -4, Redox H2O2 prof -0.4, S1P3 antag -9, L major viab 12, Hsp70 act 0.2, HMGR II inh -3 and PMI act satM6P 1.1.
Screening COCCNC(=O)Nc1ccc2c(c1)N(C)C(=O)c1ccccc1S2 returned TNAP inh noacc -16, PMI act 1, RAM inhibit 3.1, TNAP inh hi DEA -7, Redox H2O2 prof 0.2, S1P3 antag 1, L major viab -7, Hsp70 act -0.3, HMGR II inh -3 and PMI act satM6P 1.
`COC(=O)c1cccc(N(C(=O)CNC(=O)c2ccco2)C(C(=O)NC2CCCC2)c2ccco2)c1` (centres undefined) gave TNAP inh noacc -14, PMI act 1, RAM inhibit -1.0, TNAP inh hi DEA -5, Redox H2O2 prof 3.3, S1P3 antag 3, L major viab -1, Hsp70 act -0.2, HMGR II inh 3 and PMI act satM6P 1.1.
Screening COc1ccc(C(=O)NCCc2cn3ccc(C)cc3n2)cc1 returned TNAP inh noacc 0, PMI act 1, RAM inhibit 0.1, TNAP inh hi DEA -4, Redox H2O2 prof 1.2, L major viab -2, Hsp70 act -0.2, HMGR II inh -2 and PMI act satM6P 0.9.
Cn1c(-c2ccccc2)cccc1=O was read as TNAP inh noacc -13, PMI act 0.9, RAM inhibit 0.9, TNAP inh hi DEA -4, Redox H2O2 prof 0.0, S1P3 antag -56, L major viab -6, Hsp70 act 0.2, HMGR II inh -1 and PMI act satM6P 1.
For CCOC(=O)c1c(-c2ccc(OC)cc2)nc2nonc2c1N the results were TNAP inh noacc -12, PMI act 1, RAM inhibit 1.2, TNAP inh hi DEA -1, Redox H2O2 prof 3.4, S1P3 antag -2, L major viab 5, Hsp70 act -0.4, HMGR II inh -2 and PMI act satM6P 1.
Screening CCOC(=O)N1CCN(Cc2nc3c(c(=O)[nH]c(=O)n3C)n2Cc2ccccc2C)CC1 returned TNAP inh noacc -8, PMI act 1, RAM inhibit 1.7, TNAP inh hi DEA -7, Redox H2O2 prof 0.7, S1P3 antag -2, L major viab -6, Hsp70 act 0.2, HMGR II inh -6 and PMI act satM6P 1.
For COc1ccc(OC)c(NC(=O)c2cc3c(=O)n4ccccc4nc3n2C)c1 the results were TNAP inh noacc -11, PMI act 1.1, RAM inhibit 4.6, TNAP inh hi DEA 0, Redox H2O2 prof -0.1, S1P3 antag 5, L major viab 3, Hsp70 act 0.1, HMGR II inh -1 and PMI act satM6P 1.
Screening CC1=C(C(=O)OCC(C)C)C(c2ccccc2Cl)NC(=O)N1C (centres undefined) returned TNAP inh noacc -11, PMI act 0.9, RAM inhibit -1.0, TNAP inh hi DEA -3, Redox H2O2 prof -0.8, S1P3 antag -23, L major viab 11, Hsp70 act 0.0, HMGR II inh -1 and PMI act satM6P 0.9.
For COc1ccc(C(=O)OCC[N+]2(C)CCOCC2)cc1 the results were TNAP inh noacc -8, PMI act 1, RAM inhibit 2.9, TNAP inh hi DEA -5, Redox H2O2 prof -0.9, S1P3 antag -15, L major viab -1, Hsp70 act -0.4, HMGR II inh 1 and PMI act satM6P 1.1.
`COc1ccc(N2C(=O)NC3CC2(C)Oc2ccc(Cl)cc23)cc1OC` (centres undefined) gave TNAP inh noacc -1, PMI act 1, RAM inhibit -0.6, TNAP inh hi DEA -4, Redox H2O2 prof 1.8, S1P3 antag -13, L major viab -6, Hsp70 act 0.0, HMGR II inh 3 and PMI act satM6P 0.9.

Fetched by compound from above, two records:
Screening CC(=O)c1ccc(NC(=O)C(C)N(C)CC(=O)Nc2cccc(F)c2)cc1 (centres undefined) returned TNAP inh noacc -12, PMI act 1, RAM inhibit -0.1, TNAP inh hi DEA -4, Redox H2O2 prof -1.6, S1P3 antag -41, L major viab 14, Hsp70 act 0.0, HMGR II inh -2 and PMI act satM6P 0.9.
Screening CC1=C(C(=O)OCC(C)C)C(c2ccccc2Cl)NC(=O)N1C (centres undefined) returned TNAP inh noacc -11, PMI act 0.9, RAM inhibit -1.0, TNAP inh hi DEA -3, Redox H2O2 prof -0.8, S1P3 antag -23, L major viab 11, Hsp70 act 0.0, HMGR II inh -1 and PMI act satM6P 0.9.
